Screens: PubChem BioAssay, National Center for Advancing Translational Sciences (NCATS)
PI5P4K alpha inh – qHTS for Inhibitors of phosphatidylinositol 5-phosphate 4-kinase (PI5P4K); max response, %; AID 652105, 2013; PI5P4Kalpha enzyme, ADP-Glo luminescence, 60 min; active compounds read low; hit rate 1.2% among 330,000; active means max response of -50% or lower; inconclusive means between -30% and -50%; inactive means -30% or higher; further: value at the top dose of about 77 µM; on the % scale 0 is the no-effect control and ±100 the full control effect
Target sequence (P48426 whole entry, looked up): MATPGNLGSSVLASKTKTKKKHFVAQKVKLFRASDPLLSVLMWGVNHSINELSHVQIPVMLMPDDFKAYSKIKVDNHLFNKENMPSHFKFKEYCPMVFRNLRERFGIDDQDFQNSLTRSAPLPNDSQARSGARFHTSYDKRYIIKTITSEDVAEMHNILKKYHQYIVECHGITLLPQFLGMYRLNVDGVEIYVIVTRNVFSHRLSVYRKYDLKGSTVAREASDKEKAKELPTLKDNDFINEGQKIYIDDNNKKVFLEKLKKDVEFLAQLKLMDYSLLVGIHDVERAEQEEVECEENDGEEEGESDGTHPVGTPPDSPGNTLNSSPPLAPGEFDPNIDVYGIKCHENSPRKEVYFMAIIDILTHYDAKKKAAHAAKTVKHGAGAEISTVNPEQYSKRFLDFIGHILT
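Reactions run in 0.038 M HEPES pH 7.4, 0.28 mM EGTA, 0.1% CHAPS and 5% DMSO, with PI5P4Kalpha, substrate, compound and 5 microM ATP final, one hour at room temperature. Readout is ADP-Glo luminescence.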
IL2 activator – qHTS of IL-2 Activators. IL-2 activation reporter assay, cell-based qHTS; stimulated with anti-CD3/CD4/CD28 beads; in transgenic mouse T cells. hit rate 0.065% among 360,000. activation, % (series mostly up to about 46 µM); in the data active means activation above about 50%; inconclusive means mostly about 30% to 49%; further: 0% is about no effect
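First, unstimulated transgenic mouse T cells were exposed to compound for 60 min. Next, anti-CD3/anti-CD4-coated beads with anti-CD28 were added. Finally, after 18 h at 37 degrees C, EGFP and DsRed were imaged.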
PLK1 PBD block – qHTS for Inhibitors of PLK1-PDB (polo-like kinase 1 - polo-box domain): Primary Screen; Serine/threonine-protein kinase PLK1 (Homo sapiens), P53350; Plk1 PBD binding of FITC phosphopeptide, fluorescence polarization; Potency, µM, for the others: max response, negative = inhibition, actives largely listed as inhibitors; hit rate 2.8% among 360,000; AID 720504, 2013; further: potency means the concentration at half of the fitted maximal effect; series mostly up to about 57 µM; on the % scale 0 is the no-effect control and ±100 the full control effect; nearly all actives have a fitted effect of over 65% in size
Target sequence (P53350 whole entry, looked up, the tested form may be a part): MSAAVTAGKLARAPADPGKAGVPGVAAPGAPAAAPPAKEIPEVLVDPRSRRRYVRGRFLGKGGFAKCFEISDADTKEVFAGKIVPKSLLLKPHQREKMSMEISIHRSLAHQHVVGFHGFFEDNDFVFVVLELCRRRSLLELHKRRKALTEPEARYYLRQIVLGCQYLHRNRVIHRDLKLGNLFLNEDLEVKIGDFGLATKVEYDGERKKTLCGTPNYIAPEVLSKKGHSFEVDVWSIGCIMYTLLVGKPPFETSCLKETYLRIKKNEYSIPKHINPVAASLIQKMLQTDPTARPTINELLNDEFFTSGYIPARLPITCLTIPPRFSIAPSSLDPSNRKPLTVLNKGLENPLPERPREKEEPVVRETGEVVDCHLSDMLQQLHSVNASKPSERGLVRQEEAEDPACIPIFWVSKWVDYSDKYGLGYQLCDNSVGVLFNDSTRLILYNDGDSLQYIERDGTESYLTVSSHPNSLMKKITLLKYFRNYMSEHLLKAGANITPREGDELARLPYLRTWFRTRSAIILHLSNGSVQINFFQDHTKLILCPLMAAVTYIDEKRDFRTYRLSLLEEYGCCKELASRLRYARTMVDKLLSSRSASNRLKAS
EPAC1 agonist – qHTS for Agonist of cAMP-regulated guanine nucleotide exchange factor 3 (EPAC1): primary screen; hit rate 0.073% among 360,000; EPAC1 agonist qHTS, biochemical assay; response scale: 100% = response to 6.5 mM cAMP; Potency, µM (series often up to 154 µM), without a hit: at the top dose activation, actives largely listed as activators; Rap guanine nucleotide exchange factor 3 (Homo sapiens), O95398; further: potency means the concentration at half of the fitted maximal effect; nearly all actives have a fitted effect of over 60% in size
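EPAC1 100 nM, Rap1B–BODIPY-GDP 250 nM, unlabeled GDP 50 uM; compound titration; 5 min RT; kinetic read ex480/em540 at 5-min intervals ×30 min; data normalized to 6.5 mM cAMP agonist control.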
EPAC1 antag – qHTS for Antagonist of cAMP-regulated guanine nucleotide exchange factor 3 (EPAC1): primary screen; hit rate 0.14% among 360,000; Rap guanine nucleotide exchange factor 3 (Homo sapiens), O95398; EPAC1 GEF assay, Rap1b-BODIPY-GDP exchange fluorescence; Potency, µM (doses to about 115 µM), inactives show top-dose activity change, negative = inhibition, most hits filed as inhibitors;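 further: potency means the concentration at half of the fitted maximal effect; plate controls were vehicle for no effect and positive control for full effect; nearly all actives have a fitted effect of over 50% in size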
CCT chaperon mod – High-Throughput Screening for Modulators of Cytosolic Chaperonin Activity; purified chaperonin ATPase assay, HTRF ADP detection, 30 min; activity change, % (no concentration beside the values), hits read low; hit rate 0.3% among 360,000; AID 651819, 2012; in the data active means activity change below about -30%; further: on the % scale 0 is the no-effect control and ±100 the full control effect
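TRiC at 40 or 20 nM final (batch-dependent) in 30 mM Tris pH 7.4, 100 mM KCl, 5 mM MgCl2, 1 mM DTT, with compound at single 76 uM and 10 uM ATP, 30 min at 37 deg C. ADP detected by HTRF Transcreener, 665/615 ratio.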
WRN helicase inh – qHTS for Inhibitors of WRN Helicase; Bifunctional 3'-5' exonuclease/ATP-dependent helicase WRN (Homo sapiens), Q14191; WRN helicase unwinding, fluorescent forked duplex, kinetic; Potency, µM (series often up to 114 µM), inactives show at the highest dose activity change, negative = inhibition, hits mostly inhibitors; hit rate 0.46% among 360,000; further: potency means the concentration at half of the fitted maximal effect; on the % scale 0 is the no-effect control and ±100 the full control effect; nearly all actives have a fitted effect of over 55% in size
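Primary qHTS, 1536-well format. 20 nM WRN + compound, 15 min RT; start with 100 nM forked fluorophore/quencher duplex, 2 mM ATP (final); kinetic read ex 525/em 598 nm.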
EPAC2 agonist – qHTS for Agonist of cAMP-regulated guanine nucleotide exchange factor 4 (EPAC2): primary screen. Rap guanine nucleotide exchange factor 4 (Homo sapiens), Q8WZA2. EPAC2 activation, biochemical qHTS; response scale: 100% = 6.5 mM cAMP response. Potency, µM (series often up to 154 µM), inactives show at the top dose activation, usual class: activators. hit rate 0.079% among 360,000; further: potency means the concentration at half of the fitted maximal effect; nearly all actives have a fitted effect of over 50% in size
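Guanine nucleotide exchange by EPAC2 is measured as reduced fluorescence of BODIPY-GDP once it is released from 250 nM Rap1B. Plates are read kinetically for 30 min at room temperature; results are scaled to 6.5 mM cAMP.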
Starred values were filed as active, the others as inactive; ? = inconclusive; . = not tested or not shown; [ ] = another dose, or the depositor's remark. Unless noted, the call rests on the fitted dose curve; in most records, active means well fitted curve in the direction sought with a large enough effect; inconclusive means small, poorly fitted or top-dose-only effect, or another doubt; inactive means no such curve, though single readings can be large; an effect the other way counts as inactive or inconclusive.

Start of the listing, in advance, two compounds:
Results follow in this order: PI5P4K alpha inh | IL2 activator | PLK1 PBD block | EPAC1 agonist | EPAC1 antag | CCT chaperon mod | WRN helicase inh | EPAC2 agonist
CC(C)(C)N/N=C/c1cc(Cl)cc([N+](=O)[O-])c1O
    -28 | 0.6 | ? | -8% | ? | 1.1 | -17% | -6%
COc1ccc(C(=O)N2CCN(c3ccc(NC(=O)c4cccnc4)cc3)CC2)cc1
    1 | -4.6 | 2% | -9% | 14% | 0.1 | -12% | 6%

All compounds of this part (from the top)
Results follow in this order: PI5P4K alpha inh | IL2 activator | PLK1 PBD block | EPAC1 agonist | EPAC1 antag | CCT chaperon mod | WRN helicase inh | EPAC2 agonist
CC(C)(C)N/N=C/c1cc(Cl)cc([N+](=O)[O-])c1O
    -28 | 0.6 | ? | -8% | ? | 1.1 | -17% | -6%
COc1ccc(C(=O)N2CCN(c3ccc(NC(=O)c4cccnc4)cc3)CC2)cc1
    1 | -4.6 | 2% | -9% | 14% | 0.1 | -12% | 6%
CCC(=O)NC(=S)Nc1ccc(NC(=O)c2ccco2)cc1
    6 | 0.4 | -11% | 11% | -1% | -1.7 | 0% | 10%
Cc1ccc(NC(=O)CCC(=O)c2cccs2)cc1
    -8 | -0.7 | 0% | 5% | 1% | 0.8 | -4% | 10%
COc1ccc(NC(=O)CSCc2cc(=O)n3ccsc3n2)cc1
    1 | -1.4 | -11% | -8% | -22% | -2.2 | 8% | -12%
Cc1ccc(/C(O)=C2\C(=O)C(=O)N(CCN(C)C)C2c2ccccc2F)cc1 (stereo unspecified)
    . | -1.6 | 1% | 0% | 10% | -1.8 | 5% | -2%
Cc1cc(=O)oc(C)c1C(=O)n1nc(C)c2c1C[C@@H]1[C@H]2C1(C)C
    1 | -0.3 | -7% | -7% | 2% | -1.0 | 0% | 7%
CCOc1ccc(N(C(=O)c2cc3ccccc3oc2=O)C2C=CS(=O)(=O)C2)cc1 (stereo unspecified)
    -7 | -0.6 | -4% | 7% | 17% | -1.6 | -10% | 6%
C=CCN1C(=O)/C(=N/n2cnnc2)c2ccccc21
    -7 | 0.2 | -23% | -1% | 7% | 1.3 | -13% | 6%
Cc1cc(C)c(C(=O)N2CCCC(CNS(=O)(=O)c3cccs3)C2)o1 (stereo unspecified)
    -1 | -2.4 | -2% | -2% | -1% | 1.1 | 10% | 6%
C=CCn1c(SCC)nc2sc3c(c2c1=O)CCc1ccccc1-3
    . | -1.9 | -10% | 16% | -3% | -0.2 | -7% | 4%
COc1cc2c(cc1NC(=O)c1ccc(C(C)(C)C)cc1)CCCC2
    2 | -3.3 | 3% | 2% | -10% | 1.4 | 9%[57.1 µM] | 7%
Cc1cccc(Sc2nc(-c3ccccc3)ccc2C#N)c1
    . | -2.1 | -5% | 9% | 8% | -2.1 | -4% | 3%
O=C(NCc1ccccc1)C(=O)NCC1OCCN1S(=O)(=O)c1ccc([N+](=O)[O-])cc1 (stereo unspecified)
    -4 | -0.6 | 5% | 5% | 0% | -0.1 | -2% | 5%
COC(=O)Nc1sc2c(c1C(=O)NCc1ccco1)CCC2
    . | -2.8 | -9% | 14% | 6% | -2.0 | 3% | 11%
O=C(CCN1C(=O)c2ccccc2S1(=O)=O)Nc1ccc(F)cc1F
    -5 | -1.2 | 0% | -8% | 3% | -0.5 | -12% | 3%
CN(C1(C)CCS(=O)(=O)C1)S(=O)(=O)c1ccc(F)cc1 (stereo unspecified)
    10 | -0.1 | -5% | 0% | -21% | 0.2 | -10% | 6%
COc1ccc(-c2nnn(CC(=O)N(Cc3cccs3)C(C)C(=O)NCCC(C)C)n2)cc1OC (stereo unspecified)
    14 | -0.2 | -3% | -8% | 9% | -2.7 | 5% | -26%
C[C@H]1C=C(C(=O)NC2CC2)O[C@@H](OCc2ccc(CO)cc2)C1
    1 | -0.2 | -1% | -5% | -5% | 1.3 | 6% | 6%
Cc1cc(C)c2nc(SCCC#N)nc(C)c2c1
    0 | 0.3 | 0% | -1% | 9% | 0.3 | -2% | -5%
COc1ccc(-n2c(C)cc(C(=O)COC(=O)c3ccc(O)cc3O)c2C)cc1
    -1 | -0.9 | 10% | 10% | -6% | 2.3 | -12% | 11%
Cc1ccc(OCCCC(=O)Nc2nccs2)cc1
    0 | 0.2 | ? | 6% | -4% | -1.3 | 1% | 10%
COc1ccc(/C=C/C(=O)NCC(=O)N/N=C/c2cc(Br)ccc2OCc2ccccc2)cc1
    5 | 0.0 | -2% | 5% | -1% | -1.7 | -1% | 7%
O=C(Cn1nc(-c2ccccc2)ccc1=O)Nc1ccc(-n2cnnn2)cc1
    -2 | -0.1 | -2% | 1% | -16% | -4.2 | -24% | -8%
COc1ccccc1OCCCCOc1ccccc1C(C)=O
    -7 | 0.8 | 0% | 6% | -8% | 0.9 | -9% | 4%
COc1ccc(C2=C(CC(=O)O)C(=O)CC2)cc1
    2 | 4.6 | -18% | 7% | 10% | -5.1 | -1% | 1%
COc1cccc(/C=C(\C#N)c2nc3ccccc3[nH]2)c1OCC(=O)O
    4 | 1.6 | -6% | -2% | 27% | -1.2 | 0% | 13%
CCN(c1ccccc1)S(=O)(=O)c1ccc(OC)c(NC(=O)Cc2ccc(OC)c(OC)c2)c1
    0 | 0.0 | 9% | 8% | -27% | 0.5 | -1% | 3%
O=C(COc1ccccc1Cl)N1CCN(c2ccc([N+](=O)[O-])c(N3CCCCC3)c2)CC1
    . | 0.7 | -4% | 4% | 11% | -3.8 | -5% | 10%
CCOc1cc(C(C(=O)NCC2CCCO2)N(C(=O)Cn2nnc3ccccc32)c2ccc(NC(C)=O)cc2)ccc1O (stereo unspecified)
    -7 | -0.1 | 1% | -4% | 11% | -2.8 | -9% | -2%
CCn1c(SCc2nc3cc(OC)c(OC)cc3c(=O)[nH]2)nnc1-c1ccncc1
    . | -1.3 | -5% | 3% | 11% | -0.9 | -7% | 10%
COc1ccccc1OCCC(=O)OCC(=O)Nc1ccc(Br)cc1
    6 | -3.2 | -2% | -4% | -1% | 1.3 | -9% | -3%
COc1ccc(N2CC(C(=O)Nc3nc(-c4ccccc4)c(C(C)=O)s3)CC2=O)c(OC)c1 (stereo unspecified)
    3 | -1.2 | -15% | 1% | -23% | -5.3 | -17% | 24%
COc1ccc(C=NNC(=O)c2ccccc2OCc2ccc(F)cc2)c(OC)c1
    2 | 1.4 | -6% | 0% | -3% | -10 | -27% | 1%
Cc1noc(/C=C/N(C)C)c1S(=O)(=O)N(C)CC(=O)N1CCc2ccccc21
    -7 | 0.8 | -3% | 18% | 2% | -0.3 | -18% | 11%
Cc1cc(C)n2c(SCC(=O)Nc3c(C)n(C)n(-c4ccccc4)c3=O)nnc2n1
    2 | 1.4 | -9% | 0% | -14% | -0.1 | -4% | 4%
Cc1ccc(S(=O)(=O)NCC(c2cccnc2)N2CCOCC2)cc1 (stereo unspecified)
    -5 | -2.7 | 3% | -2% | 2% | 2.6 | 5% | 8%
O=S(=O)(c1ccccc1)N1CCNc2ccccc21
    1 | -0.7 | -12% | 6% | -2% | -1.0 | 9% | 9%
O=C(Nc1ccccc1N1CCCC1)c1ccc([N+](=O)[O-])cc1Cl
    -3 | -1.3 | 2% | -5% | -10% | 0.9 | 2% | -5%
Cc1ccc2[nH]cc(CCNC(=O)/C=C/c3ccco3)c2c1
    -3 | -0.3 | 2% | 1% | -20% | -3.7 | -1% | 5%

One compound at a time, from the list above:
COc1ccc(-n2c(C)cc(C(=O)COC(=O)c3ccc(O)cc3O)c2C)cc1 as listed: PI5P4K alpha inh: -1; IL2 activator: -0.9; PLK1 PBD block: 10%; EPAC1 agonist: 10%; EPAC1 antag: -6%; CCT chaperon mod: 2.3; WRN helicase inh: -12%; EPAC2 agonist: 11%
Cc1cc(C)c2nc(SCCC#N)nc(C)c2c1 as listed: PI5P4K alpha inh: 0; IL2 activator: 0.3; PLK1 PBD block: 0%; EPAC1 agonist: -1%; EPAC1 antag: 9%; CCT chaperon mod: 0.3; WRN helicase inh: -2%; EPAC2 agonist: -5%

Additional compounds follow:
Results follow in this order: PI5P4K alpha inh | IL2 activator | PLK1 PBD block | EPAC1 agonist | EPAC1 antag | CCT chaperon mod | WRN helicase inh | EPAC2 agonist
CNC(=O)c1cc(-c2ccc(Cl)cc2)n(-c2ccccc2)n1
    0 | 0.0 | 16% | 9% | -5% | 0.5 | -5% | 11%
CCc1ccc(C2c3[nH]c4ccccc4c3CCN2C(=O)CNC(N)=O)cc1 (stereo unspecified)
    -6 | -0.6 | -11% | 10% | -2% | -1.3 | 0% | 14%
Cc1ccc(NC(=O)CC2SC(=NC3CCCCC3)NC2=O)cc1 (stereo unspecified)
    -3 | -0.3 | -15% | -8% | -4% | -1.6 | -20% | 2%
Cc1cc(C)c2sc(N(CCCN(C)C)C(=O)c3ccc(S(=O)(=O)N4CCCc5ccccc54)cc3)nc2c1
    -3 | -3.7 | -5% | -9% | ? | -0.3 | 3% | -2%
C/C(=N\Nc1ccccn1)c1ccc(Br)s1
    20 | -0.2 | -14% | 12% | -27% | -1.8 | -4% | 25%
COc1cc(OC)c(-c2sc(Nc3ccccc3)n[n+]2-c2ccc(F)cc2)cc1OC
    0 | -1.5 | -12% | 2% | -14% | -0.2 | 0% | 20%
Cc1occc1-c1nnc(SCC(=O)c2ccc(F)cc2)n1Cc1ccco1
    -14 | 0.5 | -8% | -1% | -1% | -0.6 | -12%[57.1 µM] | 4%

Reprinted from the entries so far, two compounds:
Results follow in this order: PI5P4K alpha inh | IL2 activator | PLK1 PBD block | EPAC1 agonist | EPAC1 antag | CCT chaperon mod | WRN helicase inh | EPAC2 agonist
CCOc1cc(C(C(=O)NCC2CCCO2)N(C(=O)Cn2nnc3ccccc32)c2ccc(NC(C)=O)cc2)ccc1O (stereo unspecified)
    -7 | -0.1 | 1% | -4% | 11% | -2.8 | -9% | -2%
CCn1c(SCc2nc3cc(OC)c(OC)cc3c(=O)[nH]2)nnc1-c1ccncc1
    . | -1.3 | -5% | 3% | 11% | -0.9 | -7% | 10%

An excerpt; count on the stated rates, not on these rows.
